# MazEF act: MazEF (E. coli) toxin RNase activation. P0AE70. FAM/BHQ RNA-DNA oligo cleavage fluorescence, 5 h. AID 504720. activation, % at 20 µM. 350,000 compounds, 0.32% hits; in the data active means activation above about 50%
# Target sequence (P0AE70 whole entry, looked up): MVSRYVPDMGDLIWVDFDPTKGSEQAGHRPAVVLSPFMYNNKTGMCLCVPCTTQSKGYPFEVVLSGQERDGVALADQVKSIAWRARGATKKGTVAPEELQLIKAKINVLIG
# Rv3671c inh: inhibitors of M. tuberculosis serine protease Rv3671c | P9WHR9 | AID 2606 | 320,000 compounds, 0.048% hits | inhibition, % at 5.96 µM; in the data active means inhibition above about 38%;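 further: extracellular domain of Rv3671c used as enzyme; 0% = enzyme with DMSO and 100% = no enzyme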
# Target sequence (P9WHR9 whole entry, looked up, the tested form may be a part): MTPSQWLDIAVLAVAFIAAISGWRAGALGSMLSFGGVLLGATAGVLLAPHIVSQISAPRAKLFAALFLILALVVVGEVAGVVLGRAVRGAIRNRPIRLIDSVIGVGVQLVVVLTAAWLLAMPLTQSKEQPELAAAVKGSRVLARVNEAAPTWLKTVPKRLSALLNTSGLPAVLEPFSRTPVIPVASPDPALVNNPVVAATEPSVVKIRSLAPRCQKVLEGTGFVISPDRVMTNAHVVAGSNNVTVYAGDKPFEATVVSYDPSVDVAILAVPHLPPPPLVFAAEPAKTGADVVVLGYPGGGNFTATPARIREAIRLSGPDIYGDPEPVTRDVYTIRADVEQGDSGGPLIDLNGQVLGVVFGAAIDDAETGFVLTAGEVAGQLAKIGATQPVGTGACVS
# GDH-TPI counter: inhibits GDH-TPI coupling enzymes, artifact for Mtb FBA screen; 360,000 compounds, 1.2% hits; GDH-TPI coupled enzyme counterscreen, NADH absorbance; inhibition, % at 4.8 µM; AID 588335; in the data active means inhibition above about 30%;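 further: 0% = DMSO wells and 100% = wells lacking the enzyme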
# UGM FP inh: inhibitors of M. tuberculosis UDP-galactopyranose mutase | P9WIQ1 | purified UGM, fluorescence polarization probe displacement | inhibition, % at 10 µM | 320,000 compounds, 0.06% hits; in the data active means inhibition above about 10%, passing the limit was not always enough; inconclusive means no clear call, values can overlap the other calls
# FadD28 FP inh: blocks FadD28 binding to the bisubstrate probe. 360,000 compounds, 0.22% hits. fluorescence polarization. inhibition, % at 12.5 µM. AID 588549; in the data active means inhibition above about 8.5%, passing the limit was not always enough; inconclusive means no clear call, values can overlap the other calls
# FBA Mtb inh: Mtb fructose-bisphosphate aldolase inhibition; 360,000 compounds, 2.3% hits; AID 588726; purified M. tuberculosis FBA, fluorescence read-out; inhibition, % at 1 µM; in the data active means inhibition above about 27%;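 further: 0% = vehicle and 100% = reference inhibitor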
# Target sequence (P9WQA3 whole entry, looked up): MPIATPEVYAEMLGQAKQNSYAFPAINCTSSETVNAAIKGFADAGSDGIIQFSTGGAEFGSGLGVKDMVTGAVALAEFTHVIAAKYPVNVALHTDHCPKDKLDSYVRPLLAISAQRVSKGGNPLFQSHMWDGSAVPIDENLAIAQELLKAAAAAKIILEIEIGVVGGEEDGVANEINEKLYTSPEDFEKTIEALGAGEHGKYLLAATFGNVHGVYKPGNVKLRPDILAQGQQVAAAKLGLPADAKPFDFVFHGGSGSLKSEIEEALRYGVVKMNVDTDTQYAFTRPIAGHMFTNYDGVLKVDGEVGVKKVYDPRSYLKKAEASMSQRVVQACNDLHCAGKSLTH
# BoNT F protease: BoNT F light chain protease inhibition; Multiplex microsphere protease cleavage assay, flow cytometry; AID 588497; inhibition, % at 10 µM; 360,000 compounds, 0.22% hits; in the data active means inhibition above about 35%, passing the limit was not always enough; inconclusive means no clear call, values can overlap the other calls; further: plate controls were buffer without enzyme for full effect and enzyme alone for no effect
# BioA inh: BioA (M. tuberculosis) enzyme inhibition. purified M. tuberculosis BioA enzyme, plate reader. inhibition, % at 9.99 µM. 360,000 compounds, 0.096% hits; in the data active means inhibition above about 40%; inconclusive means no clear call, values can overlap the other calls
# PrPC TRFRET: reduces human prion protein on the cell surface. P04156. cell surface PrPC, TR-FRET read-out. inhibition, % at 13.8 µM. 370,000 compounds, 0.43% hits. AID 720596; in the data active means inhibition above about 24%; further: 0% = median of the test wells and 100% = reference compound wells
# Numbers without * were called inactive; ? = inconclusive; · = no result given; & = joins results of further samples. Compounds were not picked by outcome. Share with any hit: about 4.8%.
1. CCC1CCCCN1C(=O)CSc1nnc(N)s1 (stereo unspecified)
2. Cc1csc(NC(=O)CCCC(=O)O)c1-c1nc2ccccc2s1
3. CCOc1ccccc1NC(=O)c1cc(S(=O)(=O)NCc2ccco2)ccc1F
4. COc1cc(C(C)=O)ccc1Oc1ncnc2c1cnn2-c1cccc(Cl)c1
5. COc1cccc(OC)c1OCCN1CCC(C(=O)NC(c2ccccc2)c2ncccc2C)CC1 (stereo unspecified)
6. O=C(OCc1nnc(-c2cccs2)o1)c1cccnc1Cl
screen / no.	1	2	3	4	5	6
MazEF act	1.3	-27.7	2.1	16.1	·	-6.9
Rv3671c inh	-2.2	0.1	-4.9	-3.6	·	-2.9
GDH-TPI counter	-13.3	-4.4	6.3	-2.9	-0.9	4.9
UGM FP inh	1.8	0.0	1.4	-1.3	·	·
FadD28 FP inh	-3.8	0.1	-0.3	-0.6	-4.3	-0.4
FBA Mtb inh	-1.5	5.4	2.1	2.1	-0.9	2.2
BoNT F protease	2.0	?	2.2	-0.3	0.1	-1.3
BioA inh	·	·	-1.1	5.1	-0.3	8.2
PrPC TRFRET	1.7	-1.2	-2.1	1.2	-3.9	-7.2

7. CC(C)(C)OC(=O)COc1ccc(/C=N/NC(=O)CN2CCCCC2)cc1
8. Fc1ccccc1CN1CCCN(C(=S)Nc2cccc(Cl)c2)C1
9. COc1ccccc1N(CC(O)CN(c1ccccc1)S(C)(=O)=O)S(=O)(=O)c1ccccc1 (stereo unspecified)
10. Cc1ccc(C2=NN(C(=O)CNCCO)C(c3cccs3)C2)cc1 (stereo unspecified)
11. CCc1cc2c(=O)n3c(nc2s1)-c1[nH]c2ccc(OC)cc2c1CC3
12. FC(F)Oc1ccc(NC(=S)N2CCN(Cc3ccccc3)CC2)cc1
screen / no.	7	8	9	10	11	12
MazEF act	5.2	1.9	5.5	1.6	14.8	-11.2
Rv3671c inh	·	-148.7	1.3	-14.2	2.1	-1.8
GDH-TPI counter	-1.3	-3.8	2.2	-2.3	6.2	6.8
UGM FP inh	·	-0.5	-3.7	0.6	-2.0	0.9
FadD28 FP inh	-1.8	-2.3	-1.5	-4.6	-2.5	-3.4
FBA Mtb inh	2.1	-2.2	1.6	-0.7	6.3	-0.5
BoNT F protease	6.7	1.1	23.4	0.3	7.6	-8.4
BioA inh	-1.6	7.5	-0.8	-1.7	·	·
PrPC TRFRET	6.6	-5.1	2.6	-10.0	3.3	2.5

13. O=C1CCc2cc(S(=O)(=O)NCCC(=O)NC3CCCCC3)ccc2N1
14. COc1ccc(OC)c(NC(=O)c2nnn(CCc3ccccc3)c2N)c1
15. CCC(C)n1c(SCC(=O)NCc2ccco2)nnc1-c1cccc(S(=O)(=O)N2CCOCC2)c1 (stereo unspecified)
16. COc1ccc(C(=O)NC(=S)Nc2ccccc2N2CCCCC2)cc1[N+](=O)[O-]
17. Cn1c(SCC(=O)NC2CCCCC2)nnc1-c1cc2cc(Cl)ccc2o1
18. Cc1cc(N2CCN(C(=O)Nc3ccccc3C#N)CC2)c2ccccc2n1
screen / no.	13	14	15	16	17	18
MazEF act	3.4	4.2	1.9	7.3	-0.2	-9.1
Rv3671c inh	2.1	12.7	-8.5	-27.7	-1.4	·
GDH-TPI counter	0.9	-5.0	2.7	13.7	-4.1	17.1
UGM FP inh	0.5	0.2	·	0.5	0.3	2.6
FadD28 FP inh	-3.7	?	-0.7	-0.8	-1.6	-1.2
FBA Mtb inh	-0.8	1.4	0.6	0.4	-1.9	3.6
BoNT F protease	-3.3	-5.1	-4.2	-4.7	-6.9	·
BioA inh	-0.4	-0.1	·	·	-1.1	1.4
PrPC TRFRET	1.1	2.1	1.3	9.2	6.4	-4.3

19. O=[N+]([O-])c1ccc(NCc2ccccc2)nc1
20. C[C@H]1CN([C@@H](C)CO)S(=O)(=O)c2ccc(Br)cc2O[C@H]1CN(C)Cc1ccccc1
21. COc1ccc(C(=O)N2CCNC(=O)C2CC(=O)Nc2ccc(C)c(C)c2)cc1 (stereo unspecified)
22. C=C1CCC[C@]2(C)C[C@H]3OC(=O)C(CN[C@@H](C)c4ccccc4)[C@H]3CC12 (stereo partly specified)
23. COC(=O)c1c(NC(=O)COC(=O)CCc2ccc(S(=O)(=O)N3CCOCC3)cc2)sc2c1CCC2
24. Cc1c(C(=O)NCc2cccnc2)sc2nc(-c3ccccc3)cn12
screen / no.	19	20	21	22	23	24
MazEF act	0.2	6.9	5.5	1.0	-31.2	-11.7
Rv3671c inh	-0.4	·	·	·	-2.5	-24.2
GDH-TPI counter	9.8	14.4	4.2	7.2	15.0	5.3
UGM FP inh	-0.1	·	-3.3	2.2	0.6	4.0
FadD28 FP inh	-2.5	-2.8	0.3	-1.1	-0.9	-4.7
FBA Mtb inh	-5.5	-0.7	3.1	2.6	2.1	-2.6
BoNT F protease	-0.7	-9.1	4.7	-9.4	7.0	-0.2
BioA inh	·	9.6&10.1&2.3	-1.5	0.9	·	7.8
PrPC TRFRET	-12.8	-8.1	1.2	-9.9	-7.4	28.1*

# Molecules above containing an aryl thioether with sulfur outside any ring (three):
1. CCC1CCCCN1C(=O)CSc1nnc(N)s1 (stereo unspecified)
15. CCC(C)n1c(SCC(=O)NCc2ccco2)nnc1-c1cccc(S(=O)(=O)N2CCOCC2)c1 (stereo unspecified)
17. Cn1c(SCC(=O)NC2CCCCC2)nnc1-c1cc2cc(Cl)ccc2o1
screen / no.	1	15	17
MazEF act	1.3	1.9	-0.2
Rv3671c inh	-2.2	-8.5	-1.4
GDH-TPI counter	-13.3	2.7	-4.1
UGM FP inh	1.8	·	0.3
FadD28 FP inh	-3.8	-0.7	-1.6
FBA Mtb inh	-1.5	0.6	-1.9
BoNT F protease	2.0	-4.2	-6.9
BioA inh	·	·	-1.1
PrPC TRFRET	1.7	1.3	6.4

# Going on with the list:
25. COc1ccccc1N1CCN(C2CCCN(C(=O)c3ccccn3)C2)CC1 (stereo unspecified)
26. CCOc1ccc(C(=O)Nc2ccc(N3CCN(C(=O)c4ccco4)CC3)cc2)cc1Br
27. Cc1noc(C)c1S(=O)(=O)N(CC(=O)NCc1ccc(Cl)cc1)c1ccc2c(c1)OCO2
28. COCCN1C[C@@H](CO)O[C@@H](n2cnc3c(NC4CCCC4)ncnc32)C1
29. O=C(c1c(Cl)cccc1Cl)N1CCN(c2ncccn2)CC1
30. CCC(C)c1ccc(NC(=O)N2CCOCC2)cc1 (stereo unspecified)
screen / no.	25	26	27	28	29	30
MazEF act	8.7	-9.2	5.6	·	1.6	12.3
Rv3671c inh	0.9	·	5.3	·	-10.0	5.3
GDH-TPI counter	0.4	9.7	17.8	6.2	-5.0	20.3
UGM FP inh	2.7	·	-0.6	·	-1.1	0.9
FadD28 FP inh	-0.6	-3.3	-0.1	-3.8	-2.4	-1.9
FBA Mtb inh	-1.3	3.1	4.4	-0.8	5.1	-7.4
BoNT F protease	-1.3	-23.0	-24.4	-1.1	-18.4	?
BioA inh	0.9	-1.4	-2.5	-1.6	-0.5	0.4
PrPC TRFRET	-3.9	3.5	-4.9	4.4	6.2	3.9

31. Cc1ccccc1C(=O)NNC(=O)CCc1ccccc1
32. Cc1ccc(S(=O)(=O)CC(CN2CCCCC2)N2CCCCC2)cc1 (stereo unspecified)
33. CN(C)c1cc[n+](CCC(=O)Nc2cccc([N+](=O)[O-])c2N)cc1
34. S=C(NCCN1CCOCC1)NC1CCCC1
35. O=C(NCc1ccco1)/C(=C\c1cccnc1)NC(=O)c1ccccc1F
36. COc1ccc(CCNCc2c(-c3ccccc3)n(C)c3ccccc23)cc1
screen / no.	31	32	33	34	35	36
MazEF act	-4.1	-21.7	-5.3	5.0	-6.1	17.2
Rv3671c inh	6.9	·	7.9	-3.3	-3.4	3.6
GDH-TPI counter	0.0	6.5	-4.8	5.2	5.9	-1.3
UGM FP inh	0.1	·	-1.3	-4.0	-1.2	-1.1
FadD28 FP inh	0.1	-2.0	-3.2	-3.0	-0.6	-0.5
FBA Mtb inh	-0.6	3.2	-6.5	-2.4	-0.5	6.8
BoNT F protease	-3.0	1.6	-2.4	-0.3	17.7	-21.7
BioA inh	-0.9	·	-0.2	·	-1.2	-0.1
PrPC TRFRET	-1.6	2.1	-22.2	3.9	·	2.5

37. Cc1ccc(SCc2[nH]nc3c2C(c2ccc(C)o2)C(C#N)=C(N)O3)cc1 (stereo unspecified)
38. Nc1ccc(C(=O)Nc2ccc3cc(S(=O)(=O)O)ccc3c2)cc1
39. CCOC(=O)C1CCN(CC(C)(C)NS(=O)(=O)c2ccc(C)cc2)CC1
40. Cc1ccc(C)c(N2CN(CCC3=CCCCC3)CNC2=S)c1
41. Cc1ccc(OCCN2CCC2(C)C(=O)NCc2ccc(C(F)(F)F)cc2)cc1 (stereo unspecified)
42. CCN1C[C@]2(OC(=O)c3ccccc3NC(C)=O)CCC(OC)C34C5C[C@H]6C(OC)[C@]5(O)[C@](O)(C[C@@H]6OC)C(C[C@@H]32)[C@H]14 (stereo partly specified)
screen / no.	37	38	39	40	41	42
MazEF act	-1.6	-1.1	-23.4	-2.2	·	14.7
Rv3671c inh	-42.7	·	8.2	1.2	·	-5.8
GDH-TPI counter	3.5	15.9	1.6	6.3	6.2	0.7
UGM FP inh	5.3	·	-0.3	-0.5	·	1.6
FadD28 FP inh	-1.4	1.1	-2.6	-3.2	-3.8	-0.4
FBA Mtb inh	0.5	1.4	0.6	-3.5	3.2	4.4
BoNT F protease	-3.5	-6.4	-7.3	·	-2.9	9.1
BioA inh	0.2	1.6	-1.4	·	7.8	-0.5
PrPC TRFRET	1.5	-10.8	7.8	6.2	6.5	1.5

43. Cc1ccc(S(=O)(=O)N2CCOC23CCN(S(=O)(=O)c2c(C)cc(C)cc2C)CC3)cc1
44. Cc1ccccc1-n1c(Cn2c(=O)sc3ccccc32)nnc1SCC(=O)N1CCOCC1
45. O=C(CN(C(=O)CNS(=O)(=O)c1ccccc1)c1ccc2c(c1)OCCO2)NC1CCCCC1
46. COCCNC(=O)c1ccc2c(c1)ncn2-c1cccc(C)c1
47. CC(OC(=O)c1ccc(Cl)c(S(=O)(=O)N2CCOCC2)c1)C(=O)Nc1ccc(S(N)(=O)=O)cc1 (stereo unspecified)
48. Cc1ccccc1NC(=O)C(=O)Nc1ccccc1C
screen / no.	43	44	45	46	47	48
MazEF act	-9.7	13.1	0.8	8.5	-0.4	-4.2
Rv3671c inh	-4.8	1.5	8.4	-5.1	3.3	-1.1
GDH-TPI counter	5.0	-5.0	-0.4	2.1	-5.7	6.0
UGM FP inh	-0.3	0.8	-0.2	-3.1	-2.8	-1.0
FadD28 FP inh	0.0	-1.8	-3.2	-2.0	-2.2	-1.0
FBA Mtb inh	0.5	3.2	5.5	0.6	-0.7	1.3
BoNT F protease	-3.2	-4.7	-45.6	-16.7	?	13.3
BioA inh	-1.4	0.2	-2.0	2.1	·	-1.4
PrPC TRFRET	4.8	1.4	-2.3	3.5	-4.8	6.2

49. CCOc1ccc(S(=O)(=O)N(C)CC(=O)NCc2ccccn2)cc1
50. OCc1ccc(OCCCOc2cccc3cccnc23)cc1
51. O=C(c1ccccc1)c1nccn1-c1ccc(Cl)nn1
52. Cc1cccc(NC(=S)NNC(=O)c2cc3c(s2)CCC(C)C3)c1C (stereo unspecified)
53. O=C(NCCCN1CCOCC1)c1sc2cc(F)ccc2c1Cl
54. COc1nc(OC)nc(Oc2ccc([N+](=O)[O-])cc2Cl)n1
55. CCOc1ccc(/C(O)=C2\C(=O)C(=O)N(CCN(C)C)C2c2cc(OC)ccc2OC)cc1Cl (stereo unspecified)
56. Cc1ccc(-c2csc(C(O)c3ccc(F)c(F)c3)n2)cc1C (stereo unspecified)
screen / no.	49	50	51	52	53	54	55	56
MazEF act	5.7	-1.9	2.7	-5.4	-5.6	1.8	11.8	·
Rv3671c inh	-7.5	-3.3	-7.3	4.1	4.7	-6.8	·	·
GDH-TPI counter	6.6	17.7	11.2	8.3	-3.1	0.0	3.8	9.8
UGM FP inh	1.1	2.2	-1.0	0.3	0.3	1.3	·	·
FadD28 FP inh	-1.7	0.6	-4.6	3.1	-4.1	0.1	0.7	0.0
FBA Mtb inh	2.5	1.7	-4.2	6.0	1.1	-5.3	4.6	1.2
BoNT F protease	-6.5	6.7	-5.4	-1.2	0.8	-7.1	0.7	11.9
BioA inh	1.1	-1.6	0.0	1.4	-0.3	·	-0.7	-4.0
PrPC TRFRET	-5.6	-1.8	-4.3	6.6	-5.0	-14.5	2.5	3.8
